Cav32 inh: human Cav3.2 channel inhibition, primary screen; O95180; Cav3.2-expressing cells, Fluo-4 calcium fluorescence FDSS; active compounds read low; B-score at 10 µM; 100,000 compounds, 4% hits;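 active = single-dose well whose peak fluorescence ratio is a statistical outlier from its plate by either plate-standardised score or position-corrected B-score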
Target sequence (O95180 whole entry, looked up): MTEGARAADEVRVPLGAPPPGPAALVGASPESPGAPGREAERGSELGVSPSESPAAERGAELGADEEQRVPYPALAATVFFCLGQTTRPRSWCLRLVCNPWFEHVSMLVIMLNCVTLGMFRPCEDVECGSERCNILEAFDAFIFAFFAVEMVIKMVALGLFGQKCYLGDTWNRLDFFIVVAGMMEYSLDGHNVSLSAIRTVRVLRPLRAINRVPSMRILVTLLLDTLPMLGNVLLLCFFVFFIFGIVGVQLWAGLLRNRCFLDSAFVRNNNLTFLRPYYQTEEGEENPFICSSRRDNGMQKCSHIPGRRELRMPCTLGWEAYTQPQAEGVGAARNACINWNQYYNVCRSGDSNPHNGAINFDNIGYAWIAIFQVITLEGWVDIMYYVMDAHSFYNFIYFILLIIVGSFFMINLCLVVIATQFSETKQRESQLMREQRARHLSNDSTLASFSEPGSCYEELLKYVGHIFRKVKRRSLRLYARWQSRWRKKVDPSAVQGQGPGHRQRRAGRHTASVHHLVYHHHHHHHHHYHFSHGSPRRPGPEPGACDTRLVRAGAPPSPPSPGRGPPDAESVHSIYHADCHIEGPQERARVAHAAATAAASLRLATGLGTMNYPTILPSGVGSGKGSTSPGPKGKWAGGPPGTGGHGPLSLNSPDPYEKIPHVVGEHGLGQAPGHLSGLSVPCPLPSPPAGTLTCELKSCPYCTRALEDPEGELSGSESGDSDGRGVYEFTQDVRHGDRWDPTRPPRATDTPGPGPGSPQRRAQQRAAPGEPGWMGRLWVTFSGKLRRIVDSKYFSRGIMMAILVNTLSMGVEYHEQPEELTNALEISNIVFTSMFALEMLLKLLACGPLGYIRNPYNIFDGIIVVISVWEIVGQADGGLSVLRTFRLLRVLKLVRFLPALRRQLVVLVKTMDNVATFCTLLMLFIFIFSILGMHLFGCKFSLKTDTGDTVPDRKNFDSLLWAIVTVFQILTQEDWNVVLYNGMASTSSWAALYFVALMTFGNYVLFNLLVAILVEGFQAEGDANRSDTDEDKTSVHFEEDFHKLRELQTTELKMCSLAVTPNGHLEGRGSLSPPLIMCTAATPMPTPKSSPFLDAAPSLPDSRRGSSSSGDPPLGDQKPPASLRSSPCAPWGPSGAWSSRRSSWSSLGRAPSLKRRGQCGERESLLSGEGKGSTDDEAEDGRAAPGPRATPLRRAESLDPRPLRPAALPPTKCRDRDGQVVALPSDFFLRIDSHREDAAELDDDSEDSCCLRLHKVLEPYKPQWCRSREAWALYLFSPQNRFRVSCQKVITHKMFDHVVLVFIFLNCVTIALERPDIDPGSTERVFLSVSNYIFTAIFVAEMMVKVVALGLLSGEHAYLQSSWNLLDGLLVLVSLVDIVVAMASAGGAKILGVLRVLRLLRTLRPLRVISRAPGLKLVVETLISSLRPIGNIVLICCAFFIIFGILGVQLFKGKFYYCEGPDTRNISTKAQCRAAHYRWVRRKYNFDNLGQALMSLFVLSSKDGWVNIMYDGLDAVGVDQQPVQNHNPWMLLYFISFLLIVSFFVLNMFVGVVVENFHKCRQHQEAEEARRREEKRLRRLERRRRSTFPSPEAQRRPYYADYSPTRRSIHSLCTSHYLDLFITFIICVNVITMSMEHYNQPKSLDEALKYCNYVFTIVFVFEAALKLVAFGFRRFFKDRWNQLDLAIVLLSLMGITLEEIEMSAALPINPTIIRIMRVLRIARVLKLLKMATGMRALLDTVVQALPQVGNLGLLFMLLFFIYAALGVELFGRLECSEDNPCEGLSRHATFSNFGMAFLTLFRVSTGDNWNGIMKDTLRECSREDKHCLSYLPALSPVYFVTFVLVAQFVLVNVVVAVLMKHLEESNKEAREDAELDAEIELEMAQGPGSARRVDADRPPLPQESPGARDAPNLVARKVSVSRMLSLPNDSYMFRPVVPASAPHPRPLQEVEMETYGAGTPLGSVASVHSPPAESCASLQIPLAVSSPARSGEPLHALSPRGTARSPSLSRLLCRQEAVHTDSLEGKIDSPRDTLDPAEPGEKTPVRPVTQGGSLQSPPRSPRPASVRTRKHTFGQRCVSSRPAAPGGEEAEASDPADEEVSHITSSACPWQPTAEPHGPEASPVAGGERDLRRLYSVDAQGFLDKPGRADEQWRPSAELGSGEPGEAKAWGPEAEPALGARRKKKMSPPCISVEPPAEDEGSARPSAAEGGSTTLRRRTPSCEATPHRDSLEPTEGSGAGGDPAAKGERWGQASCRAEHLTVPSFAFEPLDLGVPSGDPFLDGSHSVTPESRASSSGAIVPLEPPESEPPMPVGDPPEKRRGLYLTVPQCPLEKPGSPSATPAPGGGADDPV
Active calls of the source: *.

SMILES	Cav32 inh
CN(C(=O)c1ccncc1)c1nnc(-c2cccnc2)s1	0.34
Nc1nonc1-n1nnc(C(=O)O)c1-c1cccs1	0.17
CC(C)CCN(CCC(C)C)C/C(O)=C(\C#N)c1nc(-c2ccccc2)cs1	0.92
Cc1nnc(NC(=O)CCSc2ccccc2)s1	0.85
Cc1ccc(S(=O)(=O)NCC(c2cccnc2)N(C)C)cc1 (stereo unspecified)	-0.21
O=C(C1CCN(S(=O)(=O)N2CCOCC2)CC1)N1CCN(Cc2ccc3c(c2)OCO3)CC1	0.82
O=C(NC1CCCCCCC1)C1CCC(CNc2c(N3CCCC3)c(=O)c2=O)CC1 (stereo unspecified)	0.034
COc1ccc2c(Cl)c(C(=O)NCc3ccco3)sc2c1	-0.19
Cc1cccc(C)c1N1CCN(c2nc(N(C)C)oc(=O)c2C#N)CC1	0.28
COc1ccc(C2C(C#N)=C(N)Oc3n[nH]c(C)c32)cc1CSc1ccccn1 (stereo unspecified)	-0.23
COCCn1nnnc1C(c1ccccc1OC)N1CCN(c2ccccc2F)CC1 (stereo unspecified)	-0.028
CC(=O)N1N=C(c2ccc(C)cc2)OC1c1ccc(C(C)C)cc1 (stereo unspecified)	-0.96
CCCCNC(=O)CCn1c(=S)[nH]c2cc3c(cc2c1=O)OCO3	-0.066
CCC1CCCCN1C1Sc2ccc(C(=O)OC)cc2NC1=O (stereo unspecified)	-1.3
FC(F)(F)c1cc(Cl)c2nc(-c3ccccc3)cn2c1	-2.7
O=C(N/N=C/c1ccc(Cl)cc1)c1sccc1OCc1ccc(F)cc1	-0.27
O=C1COc2ccc(C(=O)CSc3nnc(Cc4cccs4)n3-c3ccccc3)cc2N1	-5.4*
COC(=O)c1[nH]c2ccccc2c1NC(=O)C(C)N1CCN(C(=O)c2ccco2)CC1 (stereo unspecified)	0.73
Cc1cc(NC(=O)CNC(=O)C2CCCCC2)no1	1
COc1ccc(S(=O)(=O)Cc2ccc(C(=O)NCc3ccco3)o2)cc1	-0.66
CC(=O)n1c2ccccc2c2c1c1ccccc1n2C	0.016
CCC(c1nnc(SCC(=O)N2CC3(C)CC2CC(C)(C)C3)o1)N(C)C (stereo unspecified)	-0.027
Cc1ccc(Nc2nc(N)nc(CN3CCN(Cc4ccc5c(c4)OCO5)CC3)n2)cc1Cl	-5.2*
C=CCn1c(SCC(=O)Nc2cc(C)on2)nc2sc3c(c2c1=O)CCCC3	-0.48
Cc1ccc(SCC(=O)NCCN2C(=O)CSC2=O)c(C)c1	-0.47
Cn1c(SCC(=O)c2ccccc2)nnc1-c1cccc(N)c1	0.57
CC(C)NC(=O)c1ccccc1NC(=O)CCS(=O)(=O)Cc1ccccc1	0.65
Nc1nc(NC(=O)c2cccnc2)nn1-c1ccccc1	-1.4
CCOC(=O)c1ccc(NC(=O)CSc2nc3c(c(=O)n2CC)SC(C)C3)cc1 (stereo unspecified)	-0.81
CCOc1cc(CN2CCOCC2)cc(C(C)=O)c1	0.85
CC(C)(C)n1nc2c(c1NC(=O)c1ccc(Br)o1)CS(=O)C2 (stereo unspecified)	0.76
Cc1[nH]nc(-c2ccc(O)c(C)c2O)c1Oc1ccccc1	-4.8
Cc1ccc(-c2cc(N)n[nH]2)cc1	0.95
CC1(C)CC(=O)c2cc(OCC(=O)NCCCN3CCN(c4ccccc4F)CC3)ccc2O1	-2.6
Cc1cc(OCCSc2nnc(-c3cccs3)n2C)ccc1Cl	-3.8
CN1OC(COC(=O)c2ccc(Cl)cc2Cl)CC1c1ccccc1 (stereo unspecified)	-2
COC(=O)CNC(=O)CCCCC(=O)NCC(=O)OC	0.63
Cc1cc2c(cc1C)-c1nnnn1C(C)(C)C2	0.0062
CN(Cc1ccccc1)c1nc2c(c(=O)[nH]c(=O)n2C)n1Cc1ccccc1	-0.4
CSc1ncccc1C(=O)OCC(=O)N(C)C1CCS(=O)(=O)C1 (stereo unspecified)	-0.16
COC(=O)c1ccc(CSc2n[nH]c(=S)s2)o1	0.36
CCCCCC(=O)Nc1ccc(Cc2ccncc2)cc1	-0.26
COc1ccc(/C=C/C(=O)NC(=S)NNC(=O)c2cccnc2)cc1OC	-0.81
COc1cccc(-c2cc(C(=O)N3CCN(Cc4ccccc4)CC3)no2)c1	-3.8
CC1(C(=O)NCc2cccnc2)CCC(=O)N1CCc1ccccc1 (stereo unspecified)	0.33
Cc1ccc(OCc2ccc(C(=O)N3CCOCC3)cc2)cc1C	0.03
CN(C(=O)c1ccc(C#N)cc1)c1nnc(-c2ccccn2)s1	-0.022
CN(C)c1nc(N)nc(CSc2nnnn2-c2ccccc2)n1	0.15
CCCCC(CC)CNC(=O)CCS(=O)(=O)c1cccc2nsnc12 (stereo unspecified)	0.036
Cc1cc(C)c2nc(N3CCCC(C(=O)N4CCC(C(N)=O)CC4)C3)sc2c1 (stereo unspecified)	-0.1
CCCCCC/C(=N/O)c1ccccn1	-2.9
CSc1ccccc1NC(=S)Nc1cc(C)cc(C)c1	-0.033
Cc1ccc(C(C)n2cc(C(=O)NCc3ccncc3)nn2)cc1 (stereo unspecified)	0.68
CCOCC(=O)Nc1c(C(=O)OCC)oc2ccccc12	-0.3
COc1ccc(OC)c2c(C)cc(N3CCN(C(=O)c4ccc(F)cc4)CC3)nc12	0.91
COc1ccc(C2CC(C(F)(F)F)n3nc(C(=O)O)cc3N2)cc1OC (stereo unspecified)	1.7
COc1ccc(CNC(=O)CCc2nc(-c3ccccc3F)no2)c(OC)c1	0.3
Cc1cccc(-n2c(=O)[nH]c3c(C(N)=O)nc(CC(C)C)nc32)c1	0.66
c1coc(-c2nnc3sc(-c4cccs4)nn23)c1	-0.43
Cn1c2c(c(=O)n(C)c1=O)CN(Cc1ccco1)CN2	-0.62

Gathered by group: the entries above containing two or more sulfur atoms.
SMILES	Cav32 inh
Cc1nnc(NC(=O)CCSc2ccccc2)s1	0.85
O=C1COc2ccc(C(=O)CSc3nnc(Cc4cccs4)n3-c3ccccc3)cc2N1	-5.4*
C=CCn1c(SCC(=O)Nc2cc(C)on2)nc2sc3c(c2c1=O)CCCC3	-0.48
Cc1ccc(SCC(=O)NCCN2C(=O)CSC2=O)c(C)c1	-0.47
CCOC(=O)c1ccc(NC(=O)CSc2nc3c(c(=O)n2CC)SC(C)C3)cc1 (stereo unspecified)	-0.81
Cc1cc(OCCSc2nnc(-c3cccs3)n2C)ccc1Cl	-3.8
CSc1ncccc1C(=O)OCC(=O)N(C)C1CCS(=O)(=O)C1 (stereo unspecified)	-0.16
COC(=O)c1ccc(CSc2n[nH]c(=S)s2)o1	0.36
CCCCC(CC)CNC(=O)CCS(=O)(=O)c1cccc2nsnc12 (stereo unspecified)	0.036
CSc1ccccc1NC(=S)Nc1cc(C)cc(C)c1	-0.033
c1coc(-c2nnc3sc(-c4cccs4)nn23)c1	-0.43

(cont.)
SMILES	Cav32 inh
CC1=NNC(=O)C1C(c1ccccc1)C(C#N)C#N (stereo unspecified)	-0.49
O=C1NC(=S)SC1=C1CCCCCC1	-2.9
CCn1c(SCC(=O)Nc2cc(C)c(Cl)cc2OC)nnc1-c1ccco1	-2.2
Clc1ccccc1-c1nc(-c2cccnc2)no1	-0.44
Cc1cc(C(=O)Cn2nnc(-c3ccc(Cl)cc3)n2)c(C)n1CC1CCCO1 (stereo unspecified)	-5.2*
O=C(Nc1nc2ccccc2[nH]1)C1CCCO1 (stereo unspecified)	0.32
COc1ccc(OC)c(S(=O)(=O)N2CCC(C(=O)Nc3cc(C)ccc3C)CC2)c1	0.37
O=C(C1CC1)N1CCc2cc(S(=O)(=O)N3CCOCC3)ccc21	-0.17
COC(=O)c1ccc(OC)c(CSc2nnc(-c3ccc(C(C)(C)C)cc3)o2)c1	-3.8
C=C(C)COc1ccc(-c2[nH]ncc2Oc2cccc(OC)c2)c(O)c1	-0.44
CC1=C(C(=O)OC(C)C)C(c2ccc(Br)s2)NC(=O)N1C (stereo unspecified)	-4.4*
Cc1ccc(CSc2nnc(-c3ccco3)n2N)cc1	0.55
O=C(NCCCN1CCOCC1)c1ccc(CNS(=O)(=O)c2ccc(F)cc2)cc1	1
COc1ccccc1CNC(=O)C1CC(=O)N(c2ccc(C)c(C)c2)C1 (stereo unspecified)	0.53
c1ccc(Sc2ncnc3c2oc2ccccc23)cc1	-0.014
O=C(NCc1ccc2[nH]c3c(c2c1)CCCC3)c1ccc(S(=O)(=O)N2CCOCC2)cc1	-0.3
CC(C)(C)OC(=O)N1CCC(c2c(C(=O)O)cnn2-c2ccccc2)CC1	0.35
Cc1cccc(C)c1NC(=O)C(C)N (stereo unspecified)	-1.4
CCN1CCN(CCNC(=O)c2cn(C(C)c3ccccc3F)nn2)CC1 (stereo unspecified)	0.0092
Cc1ccc(C(=O)c2oc3nc(C)cc(C)c3c2N)cc1	-0.16
Cc1cc(C)nc(Sc2c(C)nn(-c3ccccc3)c2C)n1	1.2
CN(C)S(=O)(=O)N1CCc2ccccc21	0.15
Brc1ccc(-c2nnc3n2C2(CCCC2)Cc2ccccc2-3)o1	-1.8
CCOC(=O)C1CN(S(=O)(=O)c2ccc(C)cc2)c2cc(S(=O)(=O)CC)ccc2O1 (stereo unspecified)	1.1
COc1cccc(C2C3=C(CC(C)(C)CC3=O)OC(N)=C2[N+](=O)[O-])c1 (stereo unspecified)	1.2
CC(Sc1nnc(Cc2cccs2)n1C1CCCCC1)C(=O)N1CCc2ccccc21 (stereo unspecified)	-6.5*
COc1ccc(Nc2oc(COc3ccc(Cl)cc3)nc2C#N)cc1	-0.84
O=C(Nc1ccc(CN2CCOCC2)cc1)c1cc2ccccc2o1	2
CCC(C)(C)C(=O)Nc1ncc(S(=O)(=O)c2ccc([N+](=O)[O-])cc2)s1	-5.2*
O=C(Nc1ccccc1)c1cccc(S(=O)(=O)N2CCCCC2)c1	-1.7
CSC(=NCc1cccnc1)NS(=O)(=O)c1cccs1	-0.26
COc1cc(C(=S)N2CCOCC2)cc(OC)c1OC(=O)c1cc([N+](=O)[O-])c(C)c([N+](=O)[O-])c1	-0.28
CN(CCNC(=O)c1ccc(N2CCCC2=O)cc1)CCc1ccccc1	0.3
COc1cc(CNCCCN2CCOCC2)cc(Br)c1OCC(=O)N1CCCCC1	0.54
O=C1CC(Sc2ncn[nH]2)C(=O)N1c1ccccc1 (stereo unspecified)	0.66
Cc1ccc(S(=O)(=O)N(C)CC(=O)O/N=C(\N)c2ccc([N+](=O)[O-])cc2)cc1	1.8
NC(=O)CC(NC(=O)Cc1ccc(Br)cc1)c1ccc(NC2CCCCCC2)c([N+](=O)[O-])c1 (stereo unspecified)	-1.4
CN(C(=O)c1ccccc1Cl)c1ccccc1	-0.036
O=C(Cc1ccc(Cl)cc1Cl)OCC(=O)c1ccc[nH]1	-2.3
CCOC(=O)CCn1c(=O)c2c(nc(Br)n2Cc2ccccc2)n(C)c1=O	-2.1

Sorted by the number under Cav32 inh (descending): some entries from above.
SMILES	Cav32 inh
Cc1cc(C)nc(Sc2c(C)nn(-c3ccccc3)c2C)n1	1.2
O=C1CC(Sc2ncn[nH]2)C(=O)N1c1ccccc1 (stereo unspecified)	0.66
O=C(Nc1ccccc1)c1cccc(S(=O)(=O)N2CCCCC2)c1	-1.7
CCOC(=O)CCn1c(=O)c2c(nc(Br)n2Cc2ccccc2)n(C)c1=O	-2.1
O=C(Cc1ccc(Cl)cc1Cl)OCC(=O)c1ccc[nH]1	-2.3

(continued)
SMILES	Cav32 inh
O=c1cc(-c2ccccc2)[nH]c2ccc(F)cc12	-0.96
CCOC(=O)CC1C(=O)NCCN1Cc1cccc(C(F)(F)F)c1 (stereo unspecified)	0.5
COc1cc(C)ccc1OCCCOc1cc(C)ccc1Cl	-0.91
Cn1c(NC(=O)c2ccc(Cl)cc2)c(-c2ccccn2)c(=O)c2ccccc21	1
CCn1c(Cc2cccn2C)nnc1SCC(=O)c1ccc(C)cc1	1.4
COc1ccc(CC(=O)Nc2cccc(/C(C)=N/NC(=O)c3cccc([N+](=O)[O-])c3)c2)cc1	-2.4
COCCCN(C)C1CCN(C(=O)Nc2ccc(F)cc2)CC1	0.38
COc1cccc(C(c2nnnn2Cc2ccco2)N2CCN(c3cccc(C)c3C)CC2)c1OC (stereo unspecified)	-6.9*
CC(NC(=O)c1ccnc(C(C)(C)C)c1)c1ccccc1 (stereo unspecified)	0.72
CCOc1cc(CNc2ccc(O)cc2)cc(Br)c1OCc1ccccc1F	-0.055
Cc1ccc(N=CC2=C(O)CC(c3ccco3)CC2=O)cc1 (stereo unspecified)	-0.063
O=C(CCNS(=O)(=O)c1ccc(Cl)cc1)N1CCC2(O)CCCCC2C1 (stereo unspecified)	0.11
CC(=O)NC(=O)c1nnn(Cc2ccccc2)c1NC(C)=O	-0.77
CCOCCOC(=O)c1ccc(-n2cncn2)nc1	-0.6
O=C(CCCn1c(=S)[nH]c2ccccc2c1=O)NCc1ccco1	-0.47
CCOc1cc(C2c3c(n[nH]c3C)C(=O)N2c2ccc(Br)cc2)ccc1O (stereo unspecified)	-1.6
CN1CCc2c(sc3c2C(=O)NC(c2cccs2)N3)C1 (stereo unspecified)	0.16
Cn1ncc(C#N)c1/N=C/N1CCCCC1	0.014
Cn1c(C(=O)NCCCN2CCCCCC2)cc2c(=O)n(C)c3ccccc3c21	0.3
Cc1nc2sccn2c1P(c1c(C)nc2sccn12)c1c(C)nc2sccn12	1.1
CC(=O)Nc1sc2c(c1C(c1ccc(F)cc1)N1CCOCC1)CCCC2 (stereo unspecified)	-7.1*
O=C(NCc1ccccc1)c1noc2c1CCCC2	0.75
COc1ccc(S(=O)(=O)N2CCN(CC(=O)Nc3ccc(C)c(F)c3)CC2)cc1	-4.2*
O=C(c1cccs1)N1CCN(C2CCN(Cc3ccccc3)CC2)CC1	-0.86
CC(=O)C1=C(O)C(=O)N(CCC(=O)O)C1c1cccc(F)c1 (stereo unspecified)	0.058
O=C(NCC1CCCO1)c1cccc(N2CCCC2=O)c1 (stereo unspecified)	0.47
O=S(=O)(/N=C(/Nc1ccccc1F)c1ccccc1)c1ccccc1	0.46
O=c1[nH]c(SCc2n[nH]c(=S)n2-c2ccccc2)nc2sc3c(c12)CCC3	-1.1

Four entries picked at random from those above:
SMILES	Cav32 inh
COc1ccc(S(=O)(=O)Cc2ccc(C(=O)NCc3ccco3)o2)cc1	-0.66
COC(=O)c1ccc(CSc2n[nH]c(=S)s2)o1	0.36
COc1cc(CNCCCN2CCOCC2)cc(Br)c1OCC(=O)N1CCCCC1	0.54
CCn1c(SCC(=O)Nc2cc(C)c(Cl)cc2OC)nnc1-c1ccco1	-2.2

Screens as filed in PubChem.

Only part of the results is shown; count on the stated rates, not on these rows.
